# Screening results (PubChem)
# Vif-APOBEC3F blk: inhibitors of Vif-A3F interaction; AID 602313; Potency, µM (series often up to 46.1 µM), for inactives: at the highest dose activity, negative = active; 0.2% of 390,000 active; HeLa A3F-eYFP + Vif (tagged APOBEC3F with the HIV-1 protein that degrades it), YFP fluorescence increase; note: potency is the fitted concentration of half-maximal effect; % of control where 0% means no effect; nearly all actives have a fitted effect of over 65% in size
#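 Fluorescence increase (Ex 488/Em 500-530) after overnight compound treatment at 37 deg C flags inhibition of Vif-driven A3F-eYFP loss in stable HeLa A3F-eYFP/Vif cells seeded overnight beforehand.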
# mIDH1 inhibitor: blocks human mutant IDH1 R132H enzyme | O75874 | IDH1-R132H enzyme, NADPH consumption, diaphorase/resazurin fluorescence | Potency, µM (highest dose often 76.6 µM), for the others: at the highest dose activity change, negative = inhibition, usual class: inhibitors | 0.093% of 390,000 active; note: potency is the fitted concentration of half-maximal effect; % is set by controls: 0 for no effect and ±100 for the full control effect; nearly all actives have a fitted effect of over 65% in size
#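 IDH1-R132H (0.5 ug/mL dispensed) in pH 7.5 Tris buffer was preincubated 30 min with compound, then given a substrate mix of 0.016 mM NADPH and 2 mM alpha-KG for 80 min at room temperature; remaining NADPH was read by diaphorase/resazurin fluorescence.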
# USP1 inh: USP1/UAF1 (human) deubiquitinase inhibition; O94782; recombinant USP1/UAF1, Ub-Rhodamine cleavage fluorescence; Potency, µM (doses to about 57.1 µM), for inactives: top-dose activity change, negative = inhibition, hits mostly inhibitors; 0.23% of 390,000 active; note: potency is the fitted concentration of half-maximal effect; % is set by controls: 0 for no effect and ±100 for the full control effect; nearly all actives have a fitted effect of over 60% in size; inactives centre near -12
# Target sequence (O94782 whole entry, looked up): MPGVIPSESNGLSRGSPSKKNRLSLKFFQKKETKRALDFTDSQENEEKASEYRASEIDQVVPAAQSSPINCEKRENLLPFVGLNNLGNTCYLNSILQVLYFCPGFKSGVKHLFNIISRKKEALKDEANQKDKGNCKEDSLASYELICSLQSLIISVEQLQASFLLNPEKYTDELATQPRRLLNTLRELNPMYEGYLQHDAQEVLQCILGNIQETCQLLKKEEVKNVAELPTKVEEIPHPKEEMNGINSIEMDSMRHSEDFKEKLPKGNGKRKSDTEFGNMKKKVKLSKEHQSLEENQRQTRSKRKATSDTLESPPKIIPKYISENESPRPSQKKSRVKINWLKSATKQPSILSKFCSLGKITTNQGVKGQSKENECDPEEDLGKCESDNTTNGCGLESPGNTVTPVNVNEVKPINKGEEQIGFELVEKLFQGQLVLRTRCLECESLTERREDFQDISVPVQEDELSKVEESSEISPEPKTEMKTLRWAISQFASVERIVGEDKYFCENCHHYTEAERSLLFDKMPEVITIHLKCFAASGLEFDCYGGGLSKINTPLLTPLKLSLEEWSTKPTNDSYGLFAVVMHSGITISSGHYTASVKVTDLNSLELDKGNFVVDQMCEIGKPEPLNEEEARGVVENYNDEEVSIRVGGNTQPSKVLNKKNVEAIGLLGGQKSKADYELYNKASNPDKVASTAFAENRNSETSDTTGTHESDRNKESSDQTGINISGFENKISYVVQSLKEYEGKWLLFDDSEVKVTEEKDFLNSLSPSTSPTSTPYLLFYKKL
#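 High-throughput fluorogenic screen: 1nM USP1/UAF1 complex, Ub-Rho substrate 150nM final, 50mM HEPES pH 7.8 with 0.5mM EDTA, 0.1 mg/ml BSA, 1mM TCEP and 0.01% Tween-20.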
# LDHA block: LDHA (human) enzyme inhibition. P00338. 0.15% of 480,000 active. purified LDHA, NADH/diaphorase-resazurin fluorescence; active compounds read low. activity change, % (values are at about 110 or 230 µM); in the data active = activity change below about -30%; inconclusive = mostly about -25% to -30%;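 note: plate controls were DMSO wells for no effect and wells without enzyme for full effect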
#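 Human LDH5 at 2 nM final in Tris HCl pH 7.4 with 0.06 mM NADH and 0.2 mM pyruvate, reacted 5 minutes at room temperature. Remaining NADH coupled via diaphorase/resazurin; resorufin fluorescence read at 0 and 20 minutes, normalized to enzyme-free and DMSO wells.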
# TrxR1 substrate: substrates of rat thioredoxin reductase 1. 0.01% of 390,000 active. O89049. Potency, µM (highest dose often 114 µM), without a hit: at the highest dose activity change, negative = substrate turnover. purified TrxR1 substrate turnover, NADPH consumption readout; note: potency is the fitted concentration of half-maximal effect; % is set by controls: 0 for no effect and ±100 for the full control effect; nearly all actives have a fitted effect of over 50% in size
#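 Rat TrxR1, dispensed at 90 nM, was prereduced with 400 uM NADPH (final) for 5 min at ~22 deg C, then incubated with compound 15 min before 400 uM selenite. A first-read NADPH fluorescence drop versus no-compound background flagged substrates.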
# Glioma ERSR ind: ER stress response induction in glioma | 0.02% of 420,000 active | AID 602332 | U87-MG GRP78 promoter luciferase reporter, 16 h | Potency, µM, without a hit: at the top dose activation, actives largely listed as activators; note: potency is the fitted concentration of half-maximal effect; series mostly up to about 76 µM; % of control where 0% means no effect; nearly all actives have a fitted effect of over 35% in size
#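 Stably transfected U87-MG glioma cells carrying a GRP78-based luciferase sensor; 16 h compound incubation. Luminescence end-point read 10 min after Bright-Glo addition at room temperature.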
# Vif-A3G inh: blocks the Vif interaction with human APOBEC3G | Q9HC16 | AID 602310 | Potency, µM (top dose mostly 46.1 µM), without a hit: top-dose activity, negative = active, hits mostly inhibitors | 0.076% of 410,000 active | HeLa A3G-eYFP + Vif (tagged APOBEC3G with the HIV-1 protein that degrades it), YFP fluorescence, overnight;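 note: potency is the fitted concentration of half-maximal effect; % is set by controls: 0 for no effect and ±100 for the full control effect; nearly all actives have a fitted effect of over 60% in size; hits raise eYFP signal because A3G escapes Vif-driven loss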
#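 Read-out is eYFP fluorescence (Ex 488/Em 500-530) from Vif-expressing HeLa A3G-eYFP cells; more signal means A3G escaped Vif-mediated degradation. Cells plated overnight, compound pinned in, incubated overnight at 37 deg C.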
# rTrxR1 inhibitor: rat TrxR1 inhibition. 1% of 390,000 active. AID 588453. Potency, µM (highest dose often 114 µM), for inactives: at the highest dose activity change, negative = inhibition, actives largely listed as inhibitors. recombinant rTrxR1, NADPH fluorescence consumption, selenite substrate. O89049; note: potency is the fitted concentration of half-maximal effect; % is set by controls: 0 for no effect and ±100 for the full control effect; nearly all actives have a fitted effect of over 65% in size
#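 Rat TrxR1 (90 nM in the dispensed reagent) was pre-reduced with 400 uM NADPH for 5 min at room temperature, then incubated with compound for 15 min. After 400 uM selenite was added, NADPH fluorescence (Ex 340/Em 450 nm) was followed for 8 min.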
# RGS4 inhibitor: blocks human RGS4-accelerated GTP hydrolysis. Transcreener GDP fluorescence polarization, RGS4-accelerated GTP hydrolysis. Potency, µM (titrated, usually from 114 µM), inactives show at the top dose activity change, negative = inhibition, hits mostly inhibitors. 0.039% of 390,000 active. AID 504845; note: potency is the fitted concentration of half-maximal effect; % is set by controls: 0 for no effect and ±100 for the full control effect; nearly all actives have a fitted effect of over 75% in size; some results filed as inactive show a strong effect at the top dose
# Target sequence (P49798 whole entry, looked up): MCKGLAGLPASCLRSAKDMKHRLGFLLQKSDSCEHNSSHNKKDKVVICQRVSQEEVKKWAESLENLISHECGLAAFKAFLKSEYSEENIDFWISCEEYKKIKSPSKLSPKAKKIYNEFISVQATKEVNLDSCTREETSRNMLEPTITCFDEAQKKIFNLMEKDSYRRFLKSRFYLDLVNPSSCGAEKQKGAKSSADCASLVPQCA
#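 MLSMR compounds (23 nl, pin-transferred) preincubated 10 min at room temperature with a 500nM (2x) first reagent, then RGS4 at 900nM (2x) plus Transcreener GDP mix added; fluorescence polarization (620/688 nm) read before and after 90 min at 30 °C.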
# Active calls of the source: *; ? = inconclusive; / = no result given; & = joins results of further samples; [ ] = another dose, or the depositor's remark. Unless noted, calls come from the whole dose curve; as a rule, active = well fitted curve in the direction sought with a large enough effect; inconclusive = small, poorly fitted or top-dose-only effect, or another doubt; inactive = no such curve, though single readings can be large; an effect the other way counts as inactive or inconclusive. An excerpt. The share of hits here may be higher or lower than overall.
1. O=C(c1ccc(-c2ccc([N+](=O)[O-])cc2Cl)o1)N1CCOCC1
2. COc1ccc(-n2c(C)cc(C3=NNC(=NC4CC4)SC3)c2C)cc1
3. O=C(CCCN1C(=O)C2CC=CCC2C1=O)Nc1ccccc1F (stereo not given)
4. O=C(O)c1cccc(NC(=S)NCc2ccccc2)c1
5. COc1ccc(C(=O)C2CCCN(C(=O)c3ccc(CSC)o3)C2)cc1F (stereo not given)
6. Cc1ccnc(NCc2ccccc2O)c1
7. COC(=O)CC1SC(=O)NC1=O (stereo not given)
8. COc1ccc(NS(=O)(=O)c2cccc(C(=O)NCCc3ccc(S(N)(=O)=O)cc3)c2)cc1

entry no.,1,2,3,4,5,6,7,8
Vif-APOBEC3F blk,0%,-12%,-12%,-8%,0%,-1%,-7%,-5%
mIDH1 inhibitor,9%,-18%,3%,2%,7%,0%,19%,3%
USP1 inh,-19%,-5%,-14%,-7%,-24%,-8%,-10%,-22%
LDHA block,1,-12,0,-7,3,-2,-4,-4
TrxR1 substrate,3%,-1%,9%,3%[57.1 µM],-3%,-7%,0%,1%
Glioma ERSR ind,1%,1%,1%,2%,0%,-5%,-5%,0%
Vif-A3G inh,-2%,-23%,6%,2%,0%,0%,1%,5%
rTrxR1 inhibitor,13%,23%[57.1 µM],34%,-8%[57.1 µM],?,4%,0%,13%
RGS4 inhibitor,16%,-21%,0%,8%,-20%,-7%,14%,4%

# The list goes on; it opens with the 2 that closed the last part.
7. COC(=O)CC1SC(=O)NC1=O (stereo not given)
8. COc1ccc(NS(=O)(=O)c2cccc(C(=O)NCCc3ccc(S(N)(=O)=O)cc3)c2)cc1
9. CCCCn1c(O)c(C(CC)=Nc2ccc3c(c2)CCC3)c(=O)[nH]c1=O
10. O=C(CN1CCN(C(=O)c2ccc(-c3nc4ccccc4s3)o2)CC1)Nc1ccc(F)cc1
11. c1ccc(-c2ccc(C3=Nn4c(Cn5nnc6ccccc65)nnc4SC3)cc2)cc1
12. COc1ccc(C2/C=C\CN(C(=O)Nc3ccccc3-c3ccccc3)CC(=O)N2Cc2ccc(F)cc2)cc1 (stereo not given)
13. CC(Nc1ncnc2c1cnn2-c1cccc(Cl)c1)c1ccccc1 (stereo not given)
14. O=C(Cn1c(=O)oc2ccccc21)N1CCOCC1
15. CCN1CCN(Cc2nc3cc(NC(=O)c4cc(OC)c(OC)c(OC)c4)ccc3n2CC)CC1
16. Cc1cc(N2CCOCC2)n2nc(C)c(-c3ccccc3)c2n1

entry no.,7,8,9,10,11,12,13,14,15,16
Vif-APOBEC3F blk,-7%,-5%,-4%,-2%,/,3%,0%,2%,-4%,2%
mIDH1 inhibitor,19%,3%,3%,-7%,0%,7%,14%,-3%,-8%,-1%
USP1 inh,-10%,-22%,-16%,-25%,-24%,-27%,-28%,1%,-25%,-5%
LDHA block,-4,-4,-1,-4,0,1,2,-5,-3,-2
TrxR1 substrate,0%,1%,-8%,7%,-6%[2.29 µM],-9%&8%,2%[57.1 µM],3%,-6%,5%[57.1 µM]
Glioma ERSR ind,-5%,0%,-3%,0%,-7%,-5%&-3%,-2%,-2%,5%,0%
Vif-A3G inh,1%,5%,-5%,-4%,-3%,-4%&1%,-1%,1%,3%,-2%
rTrxR1 inhibitor,0%,13%,-9%,18%,-5%,12%&34%,18%[57.1 µM],31%,12%,3%[57.1 µM]
RGS4 inhibitor,14%,4%,-13%,-11%,?,-7%&-11%,-3%,10%,13%,20%

# Brought forward from above: three compounds, then new ones.
14. O=C(Cn1c(=O)oc2ccccc21)N1CCOCC1
15. CCN1CCN(Cc2nc3cc(NC(=O)c4cc(OC)c(OC)c(OC)c4)ccc3n2CC)CC1
16. Cc1cc(N2CCOCC2)n2nc(C)c(-c3ccccc3)c2n1
17. O=C(/C=C/c1ccc(F)cc1)NC(=S)N1CCN(c2ccccn2)CC1
18. CCN(c1ccccc1)S(=O)(=O)c1cccc(C(=O)Nc2cccc(C)n2)c1
19. Cc1ccc(-n2c(=O)c3c(c4cc(C)ccc4n3C)n(CC(=O)Nc3ccc(F)cc3)c2=O)cc1
20. O=C(CSc1nc2ccccc2c(=O)n1CCCN1CCOCC1)Nc1ccc(Br)cc1
21. Cc1cccc(NC(=O)CSc2nnc(-c3cc(C)[nH]n3)n2N)c1
22. C[C@H](Cc1ccccc1)Nc1ncnc2c1ncn2[C@@H]1O[C@H](CO)[C@@H](O)[C@H]1O
23. CCc1ccc(-c2nc(CSCC(=O)NCc3ccco3)c(C)o2)cc1
24. CCOC(=O)c1noc2nc(C)n(CC(=O)Nc3ccc(Br)cc3C)c(=O)c12

entry no.,14,15,16,17,18,19,20,21,22,23,24
Vif-APOBEC3F blk,2%,-4%,2%,0%,-6%,-6%,7%,0%,-3%,-17%,-6%
mIDH1 inhibitor,-3%,-8%,-1%,2%,4%,0%,-6%,-8%,8%,3%,-12%
USP1 inh,1%,-25%,-5%,-21%,-24%,-6%,-1%,?,?,-6%,?
LDHA block,-5,-3,-2,-5,4,-15,-4,2,-8,1,-11
TrxR1 substrate,3%,-6%,5%[57.1 µM],-3%,/,12%,-7%,5%,9%[57.1 µM],11%[57.1 µM],0%[57.1 µM]
Glioma ERSR ind,-2%,5%,0%,2%,3%,-2%,-3%,3%,0%&13%&-2%,-10%,-4%
Vif-A3G inh,1%,3%,-2%,-1%,0%,0%,1%,1%,-3%,-3%,5%
rTrxR1 inhibitor,31%,12%,3%[57.1 µM],-13%,/,25%,3%,19%,24%[57.1 µM],6%[57.1 µM],6%[57.1 µM]
RGS4 inhibitor,10%,13%,20%,-21%,/,8%,-13%,-1%,?,-29%,-3%

25. CSc1ccc(C(=O)C2CCCN(C(=O)c3cc4cc(F)ccc4[nH]3)C2)cc1 (stereo not given)
26. O=Cc1cn(CCOc2ccc(F)cc2)c2ccccc12
27. O=C(NCc1ccncc1)C1CCN(S(=O)(=O)c2cccc(C(F)(F)F)c2)CC1
28. Cn1ncc(Cl)c1C(=O)N1CCOCC1
29. COc1cc(C)c(Cc2cnc(N)nc2N)cc1OC
30. Cn1cc([N+](=O)[O-])c(C(=O)Nc2ccc(-c3nc4ccccc4o3)cc2)n1
31. COC(=O)C1=C(C)N(CCCC(=O)O)C(=O)NC1c1ccc2c(c1)OCO2 (stereo not given)
32. Cc1ccccc1-n1c(SCC(=O)N2CCN(c3ccccc3)CC2)nnc1-c1ccncc1

entry no.,25,26,27,28,29,30,31,32
Vif-APOBEC3F blk,2%,5%,-45%,8%,/,-15%,6%,0%
mIDH1 inhibitor,0%,3%,-4%,0%,/,3%,5%,-3%
USP1 inh,-9%,-6%,-15%,-15%,/,-13%,-31%,-13%
LDHA block,-6,-8,-5,-5,-3,-4,-2,-6
TrxR1 substrate,-14%,/,5%[57.1 µM],5%,-14%,-7%,-4%[57.1 µM],6%[57.1 µM]
Glioma ERSR ind,2%,-1%,0%,-1%,-1%&-4%,-2%,1%,-1%
Vif-A3G inh,0%,-4%,-2%,2%,1%,?,-1%,3%
rTrxR1 inhibitor,-10%,/,19%[57.1 µM],23%,?,11%,11%,10%[57.1 µM]
RGS4 inhibitor,5%,/,22%,-5%,/,-33%,-19%,12%

33. Cc1ccc(NC(=O)CCC(=O)NNC(=O)/C=C/C(=O)O)c(C)c1
34. Cc1ccc(NC(=O)CCNC(=O)c2ccc(Cl)cc2)nc1
35. COC(=O)NNC(=O)COc1cc(C)c(Br)cc1C(C)C
36. CC(C)[C@H]1CN(C)CCN1Cc1cn(C)nc1-c1cccc(Cl)c1
37. O=C(CCc1c[nH]c2ccccc12)OCC(=O)c1ccccc1
38. COc1cc(C(=O)N/N=C/c2cccc(Oc3ccccc3)c2)ccc1O
39. COc1ccccc1NC(=S)NNC(=O)c1ccccc1Br
40. COc1ccc(OC)c(NC(=O)CSc2ccc(-c3ccco3)nn2)c1

entry no.,33,34,35,36,37,38,39,40
Vif-APOBEC3F blk,-4%,0%,10%,9%,-2%,-10%,-5%,5%
mIDH1 inhibitor,-1%,7%,3%,-2%,6%,-17%,0%,-2%
USP1 inh,-22%,-8%,-22%,-4%,-5%,-19%,-4%,-17%
LDHA block,-7,-6,3,-6,-4&-11,-1,-4,6
TrxR1 substrate,10%[57.1 µM],-1%,-6%,8%,/,-1%,8%[57.1 µM],-5%
Glioma ERSR ind,-5%,4%,-4%,4%,2%,1%,4%,1%
Vif-A3G inh,2%,2%,0%,-4%,-3%,-12%,3%,2%
rTrxR1 inhibitor,5%[57.1 µM],28%,3%,14%,/,6%,?,4µM*
RGS4 inhibitor,-8%,18%,-26%,15%,/,16%,-24%,?
